# Rac1 GTP hydrolysis – MgcRacGAP GTPase-activating activity inhibitors, confirmation, biochemical, ADP Hunter fluorescence. MgcRacGAP-stimulated Rac1 GTP hydrolysis, ADP Hunter fluorescence; higher % means a stronger effect; GST-tagged Rac1 F28L mutant substrate. inhibition, % at 30 µM, or IC50 in µM where a hit was titrated. hit rate 0.6% among 340,000. AID 624330;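 active = first-screen hits whose inhibition reached a set limit at any dose in the follow-up dose series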;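 also: fluorescence reports GDP produced by GAP-driven GTP hydrolysis; strong numbers were not always called active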
# NS5 inhibitors – Dengue-2 NS5 methyltransferase inhibitors, primary screen, biochemical, confirmation dose response (AID 588689); inhibition, % at 25 µM; hits with a dose series show IC50 in µM; Dengue-2 NS5 methyltransferase capping enzyme assay, biochemical; higher % means a stronger effect; hit rate 0.3% among 340,000; in the data active = a potency from the dose series
# NTR1 ag – agonists of NTR1, primary screen, imaging, U2OS cells, beta-arrestin-GFP, high content (AID 493036) | NTR1-U2OS beta-arrestin-GFP spot imaging, agonist mode | P30989 | hit rate 0.17% among 330,000 | activation, % at 20 µM;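 active = activation at or above 40% of the spot to cytoplasm intensity ratio, with at least 20 cells analyzed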;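 also: 0% = DMSO without peptide and 100% = 100 nM NTR1 peptide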
# Target sequence (P30989 whole entry, looked up): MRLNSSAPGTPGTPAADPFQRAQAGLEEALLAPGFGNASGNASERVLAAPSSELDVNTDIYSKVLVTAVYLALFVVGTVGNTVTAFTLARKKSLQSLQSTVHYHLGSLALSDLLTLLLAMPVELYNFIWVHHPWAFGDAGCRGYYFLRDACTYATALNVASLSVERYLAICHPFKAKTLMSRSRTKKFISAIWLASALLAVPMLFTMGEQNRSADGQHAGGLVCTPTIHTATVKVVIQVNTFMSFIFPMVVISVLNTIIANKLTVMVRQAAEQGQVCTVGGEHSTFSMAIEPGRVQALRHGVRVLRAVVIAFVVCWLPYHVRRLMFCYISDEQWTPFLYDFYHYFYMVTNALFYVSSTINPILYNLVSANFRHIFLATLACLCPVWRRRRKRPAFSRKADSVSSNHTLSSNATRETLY
# NTR1 ag cell count 20 µM – second read-out of NTR1 ag, no call of its own (marks repeat the call); cell count; measured here: cell count, cytotoxicity flag
# NS5 inhibitors pilot replicate – further read-out of NS5 inhibitors, marked with its call; inhibition, %; measured here: pilot screen replicate inhibition
# Starred values were filed as active, the others as inactive; & = joins results of further samples. The list is partial (hit frequency here may not be typical).
SMILES,Rac1 GTP hydrolysis,NS5 inhibitors,NTR1 ag,NTR1 ag cell count 20 µM,others
C[C@@H]1O[C@@H](O[C@@H]2C(=O)c3c(O)cc(O)cc3O[C@H]2c2ccc(O)c(O)c2)[C@H](O)[C@H](O)[C@H]1O,6.4%,2.5%,3.0,51,
Oc1cc(Nc2cccnc2)cc2cccnc12,3.1%,-0.8%,3.0,65,
C=CC[C@@H](CC(=O)N[C@@H](CO)Cc1ccccc1)C(=O)N[C@H](COC(=O)[C@@H](CC=C)Cc1ccc(F)cc1)C(C)(C)C,3.7%,-5.0%,2.8,51,
O=C(COC(=O)c1cccnc1Cl)NCc1ccc(F)cc1,2.7%,-5.5%,0.5,75,
O=C(CSc1ccc(Cl)cc1)OCC(=O)N1CCN(c2ccccc2)CC1,14.6%,-10.1%,-1.4,106,
CC1CC(C)CN(C(=O)c2cccc(S(=O)(=O)N(C)c3ccccc3)c2)C1 (stereo not drawn),4.4%,3.7%,1.6,66,
NC(=O)C1Cc2ccccc2CN1C(=O)c1nn(Cc2ccccc2)c(=O)c2ccccc12 (stereo not drawn),1.0%,-0.7%,-1.2,48,
CCOCc1c(C(=O)OCC(=O)Nc2ccccc2C(N)=O)oc2ccccc12,1.5%,0.0%,-0.2,49,
O=C(Cn1cnc2c(OCc3ccccc3)ncnc21)NCCc1c[nH]c2ccccc12,2.0%,-6.0%,-0.7,55,NS5 inhibitors pilot replicate=-5.8
O=C(NCc1ccc(F)cc1)C1CCCN1S(=O)(=O)c1ccccc1C(F)(F)F (stereo not drawn),6.2%,-6.8%,2.3,60,
COc1ccc(NC(=O)CSc2nc3ccccc3c(=O)n2CCCO)cn1,2.8%,-0.7%,2.3,86,
Cc1ccccc1-c1cc(C(=O)O)n(CC2CC(c3cccnc3)=NO2)n1 (stereo not drawn),1.3%,9.1%,-0.4,55,
COCC(C)n1c(SCC(=O)Nc2c(C)n(C)n(-c3ccccc3)c2=O)nc2ccccc2c1=O (stereo not drawn),-2.1%,-2.3%,2.3,58,
CCN(C(=O)CSc1nc2ccc(C)cc2[nH]1)C1CCS(=O)(=O)C1 (stereo not drawn),3.0%,1.5%,1.4,46,
COc1ccc(C(=O)COC(=O)C2COc3ccccc3O2)cc1F (stereo not drawn),1.9%,-11.3%,1.4,53,
CC(C)Cn1c(SCC(=O)Nc2cccnc2Cl)nnc1-c1ccco1,-2.5%,-3.9%,0.9,46,
C[C@H](O)Cc1cn(-c2cc3cc(C#Cc4ccsc4)ccc3oc2=O)nn1,9.0%,-0.8%,1.5,55,
CCN(c1ccccc1)S(=O)(=O)c1cc(NC(=O)C2CC2)ccc1Cl,4.9%,2.2%,-1.3,58,
COc1ccc(CCNC(=O)CN2c3cccc4cccc(c34)S2(=O)=O)cc1,5.4%,-4.4%,-1.0,59,
O=C(c1cc2ccccc2o1)N1CCN(CCOc2ccccc2)CC1,-2.6%,2.9%,1.8,48,
CCC1(c2ccc(F)cc2)NC(=O)N(CC(=O)N2CCN(C(=O)c3ccco3)CC2)C1=O (stereo not drawn),2.3%,7.0%,1.2,61,
O=C(COC(=O)CNC(=O)c1ccccc1)NC1CCCC1,0.5%,2.2%,0.9,49,
CNS(=O)(=O)c1cccc(C(=O)OCC(=O)Nc2nc(OC)cc(OC)n2)c1,3.3%,-2.6%,-0.3,44,
CCOc1ccccc1N1CCN(CC(=O)N(C2CCCC2)C2CCS(=O)(=O)C2)CC1 (stereo not drawn),3.4%,1.8%,-1.8,73,
CCOC(=O)CC[C@H](NC(=O)Cn1cnc2c(SC)nc(N)nc21)C(=O)OCC,2.1%,-5.6%,-0.4,55,NS5 inhibitors pilot replicate=7.0
# Next part:
SMILES,Rac1 GTP hydrolysis,NS5 inhibitors,NTR1 ag,NTR1 ag cell count 20 µM,others
COc1ccc(C)cc1S(=O)(=O)N1CCN(C)CC1c1ccccc1 (stereo not drawn),2.9%,-5.2%,-3.0,52,
O=C(COc1ccc(F)cc1)NCC1(N2CCCCC2)CCCCC1,-2.2%,-5.8%,0.4,82,
CC1CCC(NC(=O)CSc2nnc(-c3cccnc3)o2)CC1 (stereo not drawn),5.0%,5.9%,0.1,101,
COc1ccc2c(c1)CCCC21NC(=O)N(CC(=O)NCc2cccs2)C1=O (stereo not drawn),4.2%,-7.7%,5.1,51,
O=S(=O)(Nc1ccccc1OC(F)F)c1ccc(S(=O)(=O)N2CCCC2)cc1,11.0%,-0.7%,2.2,57,
CCN(c1ccccc1)S(=O)(=O)c1ccc(OC)c(NC(=O)C2=NN(c3ccccc3)C(=O)CC2)c1,1.2%,4.3%,0.7,73,
CCN(CC)S(=O)(=O)c1ccc(/C=C/C(=O)OCC(=O)Nc2cccnc2Cl)cc1,1.6%,-14.5%,1.2,69,
C[C@@H]1CN([C@@H](C)CO)C(=O)c2cc(NC(=O)C3CC3)ccc2O[C@@H]1CN(C)C(=O)NC1CCCCC1,8.5%,-1.2%,-0.3,40,
Cc1ccc(SCCC(=O)NNC(=O)c2ccccc2F)cc1,5.8%,-1.6%,-1.4,77,
CCn1cc(C(=O)OCC(=O)Nc2ccccc2OC(F)F)c(=O)c2ccc(C)nc21,4.0%,-5.6%,7.6,70,
CCOC(=O)C1CCCN(C(=O)c2ccc3c(c2)OCCO3)C1 (stereo not drawn),10.8%,-5.8%,-0.3,57,
CCC(CN(C)C)Oc1cc(NCc2ccccc2)c2ncn(C(C)C)c2c1 (stereo not drawn),14.3%,17.9%,-0.4,79,
COC(=O)c1cc(CNC(=O)C2CC(=O)N(c3ccc4c(c3)OCCO4)C2)ccc1OC (stereo not drawn),1.1%,1.9%,-0.5,47,
CN(CC(=O)Nc1ccc(OC(F)F)cc1)S(=O)(=O)/C=C/c1ccccc1,6.2%,-3.0%,1.4,66,
O=C(COC(=O)c1cccc(OC(F)F)c1)NCC1CCCO1 (stereo not drawn),-3.5%,8.1%,-0.3,45,
CN(CC(=O)Nc1ccc(F)cc1)CC(=O)NC1CCCCC1,0.9%,5.9%,1.8,51,
O=C1C=C(c2ccc3ccccc3c2)C[C@@H](c2ccc(Cl)cc2)C1,7.6%,2.8%,0.0,38,
C[C@@H]1CN([C@H](C)CO)C(=O)c2cccc(NS(=O)(=O)c3cccs3)c2O[C@H]1CN(C)Cc1ccccc1,4.3%,7.4%,-1.6,57,
CC(=O)NC(Cc1c[nH]c2ccccc12)C(=O)N1CCN(S(=O)(=O)c2ccccc2)CC1 (stereo not drawn),2.9%,-2.3%,1.4,54,
COc1ccccc1N(C)S(=O)(=O)c1ccc(C(=O)NNC(=O)c2ccccc2O)cc1,5.8%,3.6%,-0.5,48,
CCC(C(=O)OCC(=O)NCc1ccc2c(c1)OCO2)c1ccccc1 (stereo not drawn),6.8%,-4.5%,-1.0,64,
O=C(COC(=O)c1ccc(S(=O)(=O)N2CCOCC2)cc1)Nc1ccccc1F,2.8%,-3.8%,9.6,75,
COC(=O)[C@H](Cc1ccccc1)NC(=O)Cn1cnc(C(=O)Nc2ccc(C)c(C)c2)n1,8.0%,0.7%,0.5,60,
CCOc1ccc(NC(=O)c2ccco2)cc1S(=O)(=O)N1CCCC1,4.8%,-1.5%,-1.2,53,
COc1ccc(S(=O)(=O)N2CCCCC2)cc1NC(=O)c1ccc(CS(C)(=O)=O)cc1,0.0%,9.3%,0.6,58,

# Brought forward from above: six entries, followed by the next part.
SMILES,Rac1 GTP hydrolysis,NS5 inhibitors,NTR1 ag,NTR1 ag cell count 20 µM,others
COc1ccccc1N(C)S(=O)(=O)c1ccc(C(=O)NNC(=O)c2ccccc2O)cc1,5.8%,3.6%,-0.5,48,
CCC(C(=O)OCC(=O)NCc1ccc2c(c1)OCO2)c1ccccc1 (stereo not drawn),6.8%,-4.5%,-1.0,64,
O=C(COC(=O)c1ccc(S(=O)(=O)N2CCOCC2)cc1)Nc1ccccc1F,2.8%,-3.8%,9.6,75,
COC(=O)[C@H](Cc1ccccc1)NC(=O)Cn1cnc(C(=O)Nc2ccc(C)c(C)c2)n1,8.0%,0.7%,0.5,60,
CCOc1ccc(NC(=O)c2ccco2)cc1S(=O)(=O)N1CCCC1,4.8%,-1.5%,-1.2,53,
COc1ccc(S(=O)(=O)N2CCCCC2)cc1NC(=O)c1ccc(CS(C)(=O)=O)cc1,0.0%,9.3%,0.6,58,
COc1ccc(NC(=O)CN(C)C(=O)c2ccc(COc3ccccc3)cc2)cc1,-1.4%,-15.5%,-1.0,70,
CC(C)[C@H](NC(=O)c1ccccc1F)C(=O)OCC(=O)Nc1sccc1C(N)=O,2.0%,-3.8%,0.0,46,
COc1cccc(C(=O)NNC(=O)CCN2CCN(c3ccccc3)CC2)c1,0.1%,-3.2%,-1.1,60,
CC1(C)O[C@@H]2[C@H](O1)[C@@H](CO)O[C@H]2n1cnc2c(N)ncnc21,12.0%,1.7%,-0.1,56,
COc1ccccc1C(C)NC(=O)c1cc(S(=O)(=O)N2CCCCC2)ccc1C (stereo not drawn),1.2%,12.4%,-0.3,53,
CC1=C(/C=C/C(C)=C/C=C/C(C)=C/C(=O)Nc2ccc(O)cc2)C(C)(C)CCC1,7.0%&-1.3%,7.7%&-9.5%,15.8,33,
COc1ccccc1/C=C/C(=O)OCC(=O)c1cc(C)n(C)c1C,5.5%,-18.3%,2.7,58,
CC(C)N(C(=O)COC(=O)CCC(=O)c1cccs1)c1ccccc1,1.9%,-7.5%,4.1,58,
COC(=O)[C@H](CC(C)C)NC(=O)Cn1cnc2c(SC)nc(N)nc21,8.5%,-1.3%,2.9,65,
CS(=O)(=O)c1cccc(C(=O)OCC(=O)NCc2cccs2)c1,1.4%,-0.4%,2.0,59,
COc1ccc(N(CC(=O)NCCSc2ccccc2)S(=O)(=O)c2ccccc2)c(OC)c1,-5.0%,-8.9%,0.1,75,
CC(C)[C@H](NC(=O)OCc1ccccc1)C(=O)OCC(=O)N1CCN(c2ccc(F)cc2)CC1,-1.0%,-13.7%,-0.7,60,
O=C(Nc1cc(S(=O)(=O)N2CCOCC2)ccc1N1CCCCC1)c1ccccc1Br,8.4%,-3.9%,2.5,37,
O=C(CNC(=O)c1ccc(Br)o1)Nc1ccc(N2CCCCCC2)cc1,20.0%,-5.9%,0.3,77,
C[C@H](NC(=O)c1ccc(Cl)cc1)C(=O)NNC(=O)c1cccs1,4.1%,-12.8%,-1.7,56,
CN(Cc1ccccc1N1CCCC1)C(=O)c1cc2ccccc2o1,6.0%,-5.6%,-0.3,66,
COC(=O)[C@]1(C)N[C@H](CN(C)S(=O)(=O)c2ccc(OC)cc2)[C@@H]2C(=O)N(C)C(=O)[C@@H]21,8.5%,-4.6%,-5.4,5,NS5 inhibitors pilot replicate=-0.9
CC1(C)O[C@@H]2[C@H](O1)[C@@H](COS(=O)(=O)O)O[C@H]2n1ccc(=O)[nH]c1=O,2.4%,-3.1%,-0.6,64,
O=C(COC(=O)CNC(=O)C1CCCCC1)Nc1ccc(Br)cc1Br,5.3%,2.2%,1.0,60,
Cc1ccc(C(=O)NCC(c2cccs2)N(C)C)cc1S(=O)(=O)N1CCOCC1 (stereo not drawn),8.3%,0.7%,1.1,67,
CC(C)(O[C@@H]1O[C@H](CO)[C@@H](O)[C@H](O)[C@H]1O)[C@@H]1CC=C(C(=O)O)CC1,10.3%,-4.9%,0.6,56,
COc1ccc(C(=O)O)cc1S(=O)(=O)Nc1ccc(N2CCCCC2)cc1,7.2%,3.2%,-0.2,78,
COc1ccc(-n2nnnc2SCC(=O)NC2CC2)cc1,3.3%,-10.7%,0.2,61,
CCOc1ccc(S(=O)(=O)N2CCCCC2)cc1NC(=O)CN1C(=O)NC(C)(C2CC2)C1=O (stereo not drawn),1.8%,-5.1%,4.0,42,
C[C@@H]1CC[C@@]23COC(=O)C2=CCC[C@@H]3[C@@]1(C)CC/C(=C/CO)CO,0.1%,-2.8%,-0.6,90,
# Carrying on:
SMILES,Rac1 GTP hydrolysis,NS5 inhibitors,NTR1 ag,NTR1 ag cell count 20 µM,others
O=C(OC1CCOC1=O)c1cc(S(=O)(=O)N2CCOCC2)c(Cl)cc1Cl (stereo not drawn),2.8%,-0.7%,1.0,53,
Cc1cnc(NC(=O)CCCNC(=O)c2ccc(Cl)cc2)s1,4.5%,-9.9%,-1.0,62,
COc1ccc(NS(=O)(=O)c2cc(NC(=O)CCNC(=O)c3ccco3)ccc2OC)cc1,4.2%,-3.6%,0.6,47,
CCN1C(=O)c2cccc3c(S(=O)(=O)N4CCNCC4)ccc1c23,-2.9%,6.1%,-1.5,54,
CC(=O)Nc1ccc(SCC(=O)Nc2ccccc2N2CCOCC2)cc1,0.7%,1.9%,1.5,70,
Cc1cccc(NC(=O)c2ccc(OCc3c(C)noc3C)cc2)c1,8.4%,1.5%,-1.1,69,
COCCCNC(=O)Cn1ccc(N)nc1=O,1.5%,0.7%,-0.5,56,
Cc1ccc(CN(C)C(=O)c2ccccc2NC(=O)c2ccccc2)o1,-1.3%,-9.5%,2.1,55,
N#Cc1ccccc1OCC(=O)OCC(=O)NCc1ccc2c(c1)OCO2,11.1%,2.2%,-1.5,54,
CSc1ccccc1C(=O)Nc1ccc(S(=O)(=O)NC2=NCCCCC2)cc1,7.5%,0.0%,1.7,70,

# 2 compounds drawn at random from the list so far, as already listed:
SMILES,Rac1 GTP hydrolysis,NS5 inhibitors,NTR1 ag,NTR1 ag cell count 20 µM,others
CCN1C(=O)c2cccc3c(S(=O)(=O)N4CCNCC4)ccc1c23,-2.9%,6.1%,-1.5,54,
CC(=O)Nc1ccc(SCC(=O)Nc2ccccc2N2CCOCC2)cc1,0.7%,1.9%,1.5,70,
